Source: PubChem BioAssay
N370S GC mod: qHTS Assay for Inhibitors and Activators of N370S glucocerebrosidase as a Potential Chaperone Treatment of Gaucher Disease; AID 2101, 2009; N370S GC spleen homogenate, 4MU-glucoside fluorescence; Potency, µM (highest dose often 59.4 µM), inactives show at the highest dose activity change, negative = inhibition, most hits filed as inhibitors; 330,000 compounds, 0.092% hits; Lysosomal acid glucosylceramidase (Homo sapiens), P04062;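 also: 0% = full enzyme activity and -100% = no enzyme basal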
TDP1 inh: qHTS Assay for Inhibitors of Tyrosyl-DNA Phosphodiesterase (TDP1). Potency, µM (series often up to 130 µM), for inactives: at the highest dose activity change, negative = inhibition, hits mostly inhibitors. recombinant TDP1, AlphaScreen DNA substrate cleavage. 350,000 compounds, 0.28% hits. Tyrosyl-DNA phosphodiesterase 1 (Homo sapiens), Q9NUW8. AID 485290, 2010; also: nearly all actives have a fitted effect of over 40% in size
Target sequence (Q9NUW8 whole entry, looked up): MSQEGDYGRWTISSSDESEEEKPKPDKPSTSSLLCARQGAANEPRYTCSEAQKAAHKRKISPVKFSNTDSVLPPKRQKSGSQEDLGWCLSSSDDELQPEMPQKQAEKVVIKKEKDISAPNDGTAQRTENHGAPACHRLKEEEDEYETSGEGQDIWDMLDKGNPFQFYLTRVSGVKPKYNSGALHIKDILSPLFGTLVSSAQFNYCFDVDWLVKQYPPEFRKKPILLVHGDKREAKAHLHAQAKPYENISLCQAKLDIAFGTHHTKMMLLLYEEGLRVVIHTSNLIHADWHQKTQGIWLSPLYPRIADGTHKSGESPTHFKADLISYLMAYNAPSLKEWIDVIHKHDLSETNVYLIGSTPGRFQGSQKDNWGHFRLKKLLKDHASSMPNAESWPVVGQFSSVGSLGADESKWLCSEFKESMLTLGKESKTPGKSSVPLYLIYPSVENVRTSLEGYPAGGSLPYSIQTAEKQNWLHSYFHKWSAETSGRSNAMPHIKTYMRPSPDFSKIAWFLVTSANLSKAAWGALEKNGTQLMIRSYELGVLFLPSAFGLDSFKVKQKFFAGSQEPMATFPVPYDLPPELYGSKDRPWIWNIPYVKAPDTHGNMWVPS
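Steps: enzyme plus compound, 15 min RT; add biotin/phosphotyrosine-FITC oligonucleotide (15 nM final), react 5 min; add donor/acceptor beads (10 ug/ml final), 10 min; read AlphaScreen. Tdp1 at 1 nM final.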
TDP1 cell noCPT: qHTS for Inhibitors of human tyrosyl-DNA phosphodiesterase 1 (TDP1): qHTS in cells in absence of CPT | DT40 Tdp1-/- hTDP1 cells, no CPT, ATP luminescence, 48 h | Potency, µM (top dose mostly 46.2 µM), for the others: top-dose activity change, negative = growth inhibition, most hits filed as inhibitors | 420,000 compounds, 15% hits | AID 686978, 2013; also: nearly all actives have a fitted effect of over 55% in size
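Growth of hTDP1-complemented DT40 Tdp1-knockout cells is measured by ATP luminescence after at least 48 hr compound exposure at 37 °C, with DMSO substituting for the 20 nM CPT used in the parallel screen.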
The depositor's hits bear a star; ? = inconclusive; nt = not tested or not shown; & = joins results of further samples; [ ] = dose if it differs, or a comment. Calls follow the shape of the dose curve; as a rule, active = well fitted curve in the direction sought with a large enough effect; inconclusive = small, poorly fitted or top-dose-only effect, or another doubt; inactive = no such curve, though single readings can be large; an effect the other way counts as inactive or inconclusive. Unless noted, % is scaled to controls: 0 for no effect and ±100 for the full control effect; potency is read from the fitted curve at half-maximal effect.

Each structure is followed by: N370S GC mod	TDP1 inh	TDP1 cell noCPT
COCc1[nH]c(=S)[nH]c(=O)c1C
→ -19.4%	2.9%	-2.4%
COc1ccc(N2CCN(S(=O)(=O)c3ccc4c(c3)N(C(C)=O)CCO4)CC2)cc1
→ 2.7%	4.3%	-8.6%
Cc1ccccc1NC(=O)Cc1nnc(NC(=O)Nc2ccccc2F)s1
→ 6.1%	6.5%	2.0%
CNC(=O)NC(=O)COC(=O)c1cccc(S(=O)(=O)N2CC3(C)CC2CC(C)(C)C3)c1 (configuration not stated)
→ -12.5%	-10.2%	-16.0%
COCCCNC(=O)CCCN1C(=O)CCn2nc(-c3cccn3C)cc21
→ nt	7.7%	22.5%
O=C(Cn1nnc2ccccc2c1=O)NC1CCCc2ccccc21 (configuration not stated)
→ 10.0%	4.1%	2.6%
Cc1ccc2c(c1)-c1c(cnc3cc(-c4ccccc4)nn13)CO2
→ nt	-9.7%	-6.8%
C=CCN(c1ccccc1)S(=O)(=O)c1cccc(C(=O)O)c1
→ 21.2%	3.9%	-6.2%
CN(c1ccc(C(=O)NCc2ccncc2)cc1)S(C)(=O)=O
→ -4.9%	-3.3%	?
Cc1cc(SCC(=O)NCCCN2CCCC2=O)nc2ccccc12
→ nt	0.8%	10.9%
COC(=O)[C@@]1(Cc2ccc(OC)cc2)[C@H]2c3cc(C(=O)N(C)C)n(Cc4ccc(OC(F)(F)F)cc4)c3C[C@H]2CN1C(=O)c1ccccc1
→ -6.0%&-4.3%	5.3%&12.9%	20.6µM*
CCCCOc1ccccc1C(=O)N(Cc1sccc1C)C1CCS(=O)(=O)C1 (configuration not stated)
→ nt	7.4%	20.6µM*
Oc1ccc(-c2nc3ncccn3c2Nc2ccc3c(c2)OCCO3)cc1
→ nt	11.8%	?
Cc1nn(CC(=O)NC2CC2)c(=O)c2cc3cc(F)ccc3n12
→ nt	-2.9%	-12.5%
C=C[C@H]1C(O[C@@H]2O[C@H](CO)[C@@H](O)[C@H](O)[C@H]2O)OC=C2C(=O)N3CCc4cc(OC)c(O)cc4[C@H]3C[C@H]21 (some centres not stated)
→ nt	0.3%	2.9%
O=C(CNc1ccc(F)cc1)N/N=C1\CCc2ccccc21
→ 6.8%	-5.1%	-23.5%
CC(=O)c1c(C(C)=O)c(C)n(-c2ccc3ncccc3c2)c1C
→ 2.4%	1.2%	-15.5%
COc1ccc(NC(=O)c2ccccc2NC(=O)COc2ccccc2)cc1
→ 7.0%	-1.0%	-10.0%
CN(C)c1ccc(/C=C/c2c([N+](=O)[O-])c(=O)n(C)c(=O)n2C)cc1
→ 2.5%	nt	0.9%
COc1ccc(NC(=O)c2ccccc2NC(=O)CSc2ccc(Cl)cc2)cc1
→ 28.5%	-2.6%	?
Cc1ccc2c(COC(=O)c3ccc(C)c(C)c3)cc(=O)oc2c1
→ -0.3%	-0.3%[0.0935 µM]	-27.7%
N#CCCOC1(C#CCN2CCCC2)CCCCC1
→ 1.2%	nt	?
O=C(NCCc1ccc(F)cc1)c1ccc2c(=O)n3c(nc2c1)CCC3
→ 1.2%	8.2%	-36.2%
O=C(Nc1ccccc1Cl)C1CCCN(c2ncnc3c2nc2n3CCCCC2)C1 (configuration not stated)
→ 15.2%	1.5%	14.6µM*
CC1(C)O[C@@H](CC(=O)O)[C@]23CO[C@H](C(=O)[C@]4(C)C2CC[C@@]2(C)[C@H](c5ccoc5)OC(=O)C5O[C@]524)[C@@H]13 (some centres not stated)
→ nt	0.6%	22.3%
COc1ccc(N2C(=O)CC(Nc3ccc(C(=O)O)cc3)C2=O)cc1OC (configuration not stated)
→ -19.8%	5.0%	13.5%
COc1ccc(OCC(=O)N/N=C/C=C/c2ccccc2)cc1
→ -1.1%	2.3%	-21.7%
COc1ccc(S(=O)(=O)NCCc2ccco2)cc1OC
→ -6.1%	-0.4%	-6.9%
COc1ccccc1C(=O)NCC(=O)OCc1ccc(Br)cc1
→ -16.7%	2.7%	-10.4%
Cc1cccc(N(Cc2nnc3n2CCCCC3)C(=O)Nc2ccccc2)c1
→ 5.4%	2.0%	3.6%
O=C1C=C(c2ccc(OC(F)(F)F)cc2)C[C@@H](c2ccc(F)cc2)C1
→ nt	-5.8%	?
COc1ccc(NC(=O)Nc2ccncc2)c(OC)c1
→ -13.2%	7.4%	-3.0%
COc1ccc2sc(-c3ccccc3OC)c(C#CCCO)c2c1
→ nt	-8.2%	?
CN(C)c1ccc(CNC(=O)c2cc(S(=O)(=O)N3CCOCC3)cn2C)cc1
→ -0.2%	nt	-27.5%
O=C(c1ccc2c(c1)OCCO2)N(Cc1cccnc1)c1nc2c(Cl)cccc2s1
→ nt	10.8%	23.1µM*
Cc1ccc(N(Cc2ccccc2)C(=O)c2cc(S(=O)(=O)N3CCOCC3)ccc2F)cc1
→ nt	2.5%	7.31µM*
Cc1ccc(NC(=O)N/C=C/c2ccccc2)cc1
→ 6.9%	1.0%	-21.5%
O=[N+]([O-])c1ccc(S(=O)(=O)NCC(c2cccnc2)N2CCc3ccccc3C2)cc1 (configuration not stated)
→ -20.9%	0.4%	20.6µM*
CCOC(=O)C1CCN(C(=O)c2cc(S(=O)(=O)N3CCCCCC3)ccc2OC)CC1
→ -1.3%	nt	-2.1%
CCOC(=O)N1CCN(S(=O)(=O)N2CCCC(C(=O)NCc3ccc(OC)cc3OC)C2)CC1 (configuration not stated)
→ -3.7%	0.8%&0.0%	?
COc1ccc(CNC(=O)CC(C)S(=O)(=O)c2ccc3c(c2)NC(=O)CO3)cc1 (configuration not stated)
→ -21.4%	1.1%	2.1%
CC(C)=C1C(=O)C(c2ccccc2)=C2CN3C(=O)N(CCc4ccccc4)C(=O)[C@]3(C)[C@H]21
→ 11.8%	7.5%	nt
Cc1ccc(C(=O)Oc2csc(=S)n2C(=O)c2ccc(C)cc2)cc1
→ -3.8%	2.3%	4.6%
COc1ccc(CNC(=O)c2cccn2-c2nnc(N3CCCC3)s2)c(OC)c1
→ nt	5.3%	16.4µM*
CCOC(=O)c1c(OCCO)nn(-c2ccc(Cl)cc2)c1N
→ -1.7%	1.6%	-19.3%
CC(C)c1ccc(NC(=O)C(c2ccccc2)N2CCC3(CC2)OCCO3)cc1 (configuration not stated)
→ ?	2.8%	?
O=C(Cc1ccc(S(=O)(=O)N2CCOCC2)s1)Oc1ccc(F)cc1
→ -26.5%	4.7%	-35.6%
CCOc1ccc(CCNC(=O)COC(=O)c2cccs2)cc1OCC
→ 0.2%	2.1%	-10.8%
OCCC#Cc1c(-c2ccsc2)sc2ccccc12
→ 4.9%	nt	-25.6%
COc1ccc(-c2nc3ccc([N+](=O)[O-])cc3o2)cc1
→ 1.7%	-2.8%	-18.6%
Cc1[nH][nH]c(=O)c1C=NCc1cccnc1
→ 3.5%	6.0%	7.6%
CC(C)(C)C(=O)/C(=C\c1ccc([N+](=O)[O-])cc1)n1cncn1
→ -4.1%	4.2%[56.1 µM]	nt
COC(=O)c1ccccc1NC(=O)NC1CCN(Cc2ccccc2)CC1
→ -4.7%	3.3%	?
CCC1CCCCN1Cc1ccc(OC)c(C)c1C (configuration not stated)
→ -1.3%	-3.6%	-1.7%
Cc1ccccc1OC1C(=O)N(CC2CCCO2)C1c1ccc2c(c1)OCO2 (configuration not stated)
→ -3.3%	5.1%	13µM*
CCCCc1ccc(NC(=O)COc2ccc(C(=O)Nc3ccccc3OCC)cc2)cc1
→ 2.2%	2.7%	?
Oc1ccc(/C=C/c2nc(-c3ccccc3O)n(-c3ccccc3)n2)cc1
→ -3.1%	7.2%	?
Cc1c(NC(=O)CSc2nc3ccc(Cl)cc3[nH]2)c(=O)n(-c2ccccc2)n1C
→ 13.1%	1.0%	-27.2%
COCC(=O)N(Cc1cc2cccc(C)c2[nH]c1=O)c1ccccc1
→ -0.4%	2.2%	10.5%
CCOc1ccc(N2C(=O)CC(N3CCN(c4ccc(F)cc4)CC3)C2=O)cc1 (configuration not stated)
→ -0.1%	2.7%	-6.9%

(further entries)
Each structure is followed by: N370S GC mod	TDP1 inh	TDP1 cell noCPT
COc1ccc(N(CC(O)CN2C(=O)NC(C)(C)C2=O)S(=O)(=O)c2ccccc2)cc1 (configuration not stated)
→ -20.8%	4.0%	-8.2%
Cc1ccc(NC(=O)c2cc(S(=O)(=O)N3CCCc4ccccc43)ccc2F)cc1F
→ nt	5.2%	6.51µM*
CCOC(=O)c1cc(C)n(-c2c(C)n(C)n(-c3ccccc3)c2=O)c1C
→ 7.0%	9.3%	-11.4%
COC(=O)C1CCN(S(=O)(=O)c2cc3c4c(c2)C(C)C(=O)N4CCC3)CC1 (configuration not stated)
→ nt	0.0%	-15.8%
C=CCN(Cc1ccc(Cl)s1)C(=O)c1cc(S(=O)(=O)N2CCOCC2)ccc1F
→ nt	-0.2%	13µM*
Cc1ccc(C)c(NC(=O)COC(=O)Cn2c(C)csc2=O)c1
→ 1.3%	nt	-18.8%
CCOc1cc(CNn2cn[nH]c2=S)cc(Cl)c1OCc1ccccc1F
→ -19.1%	1.9%	14.6µM*
COc1ccc(-c2nc(-c3cccnc3)no2)cc1
→ 6.9%	nt	15.8µM*
CC[n+]1cc(C)ccc1/C=C/c1ccc(N(C)C)cc1
→ -14.2%	nt	0.0259µM*
Cc1ccc(NC(=O)c2ccc(CSc3ccccn3)cc2)cc1
→ 6.8%	6.7%	23.1µM*
Brc1ccc(-c2nnc(-c3ccccc3Br)o2)cc1
→ 11.2%	1.0%	-19.7%
O=C(CCCCn1c(=O)c2ccccc2n(Cc2ccccc2F)c1=O)NC1CCN(Cc2ccccc2)CC1
→ -12.1%	3.4%	16.4µM*
Cc1oc(CC(C)C)cc1C(=O)Nc1cccc2ccccc12
→ 17.9%	3.4%	-29.6%
C/C(=N\NC(=O)c1ccc(CN2CCc3ccccc3C2)cc1)c1ccccc1O
→ -5.1%	3.7%	8.2µM*
O=C(CNC(=O)c1ccccc1F)N/N=C/c1cc(Br)ccc1OCc1ccccc1
→ 9.6%	3.0%	23.1µM*

Profiles, looked up by structure. Order of screens: N370S GC mod	TDP1 inh	TDP1 cell noCPT
COc1ccc(-c2nc3ccc([N+](=O)[O-])cc3o2)cc1 is listed as 1.7%	-2.8%	-18.6%
Cc1ccc2c(c1)-c1c(cnc3cc(-c4ccccc4)nn13)CO2 is listed as nt	-9.7%	-6.8%
COc1ccc(OCC(=O)N/N=C/C=C/c2ccccc2)cc1 is listed as -1.1%	2.3%	-21.7%
CCOC(=O)c1cc(C)n(-c2c(C)n(C)n(-c3ccccc3)c2=O)c1C is listed as 7.0%	9.3%	-11.4%
O=C(c1ccc2c(c1)OCCO2)N(Cc1cccnc1)c1nc2c(Cl)cccc2s1 is listed as nt	10.8%	23.1µM*

(next part)
Each structure is followed by: N370S GC mod	TDP1 inh	TDP1 cell noCPT
Cc1ccc(Cn2c(=O)n(CCc3ccccc3)c(=O)c3c(C)c(C)sc32)cc1
→ nt	3.6%	?
COc1ccc(/C=C(/NC(=O)c2ccco2)C(=O)N2CCCCCC2)cc1OC
→ 0.7%	4.5%	4.5%
CC(=O)Nc1ccc2oc(C)nc2c1
→ 8.5%	4.6%	-0.7%
CCN(CC(=O)NC1CCS(=O)(=O)C1)C(=O)c1cc(OC)c(OC)c(OC)c1 (configuration not stated)
→ nt	2.9%	-9.9%
COc1cc(CN(C(=S)NCC(=O)O)C2CCCC2)cc(OC)c1OC
→ 5.5%	5.7%	13.0%
O=C1CC(N2CCN(c3ccccn3)CC2)C(=O)N1c1ccc(Cl)cc1 (configuration not stated)
→ -10.6%	6.0%	9.0%
Cc1c2n(c3ccccc13)CCC2=O
→ 1.6%	nt	18.2%
COc1ccccc1CNC(=O)COC(=O)c1ccc(C(=O)c2ccccc2)cc1
→ nt	-0.4%	-10.0%
CCOC(=O)c1cnc2c(OC)cccc2c1Nc1ccc2c(c1)OCCO2
→ -5.1%	4.6%	?
O=C(CC1C(=O)NCCN1CC1CCCCC1)NCc1cccc(F)c1F (configuration not stated)
→ -18.0%	7.2%	-2.3%
CCC(=O)N1CCN(CCN=CC2=C(O)CC(C)(C)CC2=O)CC1
→ 1.8%	-3.3%	7.7%
COc1ccc(C(=O)NNC(=O)CSc2nnc(-c3cccnc3)n2C)cc1
→ -17.2%	-7.1%	5.8%
CCCOC(=O)c1c(NC(=O)C2c3ccccc3Oc3ccccc32)sc2c1CCCC2
→ nt	2.1%	?
Cc1ccc(C(=O)c2oc3ccccc3c2NC(=O)C(C)Oc2ccccc2Cl)cc1 (configuration not stated)
→ nt	0.0%	-27.4%
Cc1cccc(NC(=O)CSc2nnc(-c3ccco3)o2)c1
→ 2.9%	2.3%	4.9%

Only part of the results is shown; count on the stated rates, not on these rows.
